# IL2 activator: activators of IL-2. 0.065% of 360,000 active. IL-2 activation reporter assay, cell-based qHTS; stimulated with anti-CD3/CD4/CD28 beads; in transgenic mouse T cells. activation, % (series mostly up to about 46 µM). AID 652025; in the data active = activation above about 50%; inconclusive = mostly about 30% to 49%; also: 0% is about no effect
#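 Unstimulated transgenic mouse T cells preincubated 60 min with compound, then stimulated with anti-CD3/anti-CD4-coated beads plus anti-CD28 for 18 h at 37 degrees C. IL-2 response read as EGFP and DsRed fluorescence by plate cytometry.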
# CCT chaperon mod: changes cytosolic chaperonin activity; 0.3% of 360,000 active; activity change, % (test concentration not listed), hits read low; purified chaperonin ATPase assay, HTRF ADP detection, 30 min; in the data active = activity change below about -30%; also: % is scaled to controls: 0 for no effect and ±100 for the full control effect
#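 ATPase activity: ADP formed was measured by HTRF Transcreener (665/615 nm ratio) after 30 min at 37 deg C with 10 uM ATP. Compounds screened at one 76 uM concentration against 40 or 20 nM TRiC in Tris pH 7.4/KCl/MgCl2/DTT buffer.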
# PLK1 PBD inh: blocks phosphopeptide binding to human PLK1 polo-box domain. 2.8% of 360,000 active. AID 720504. P53350. Potency, µM, without a hit: max response, negative = inhibition, most hits filed as inhibitors. Plk1 PBD binding of FITC phosphopeptide, fluorescence polarization; also: potency is read from the fitted curve at half-maximal effect; series mostly up to about 57 µM; % is scaled to controls: 0 for no effect and ±100 for the full control effect; nearly all actives have a fitted effect of over 65% in size
# WRN inhibitor: inhibitors of human WRN helicase | WRN helicase unwinding, fluorescent forked duplex, kinetic | Potency, µM (highest dose often 114 µM), for inactives: at the highest dose activity change, negative = inhibition, actives largely listed as inhibitors | 0.46% of 360,000 active | AID 651768; also: potency is read from the fitted curve at half-maximal effect; % is scaled to controls: 0 for no effect and ±100 for the full control effect; nearly all actives have a fitted effect of over 55% in size
#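 Screening of the MLSMR collection measured strand separation of a quenched forked DNA duplex (100 nM) by 20 nM WRN with 2 mM ATP, all final. Compounds were preincubated with enzyme 15 min at room temperature.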
# EPAC1 agonist: activates human EPAC1 exchange factor. AID 720707. O95398. Potency, µM (titrated, usually from 154 µM), for inactives: at the highest dose activation, most hits filed as activators. 0.073% of 360,000 active. EPAC1 agonist qHTS, biochemical assay; response scale: 100% = response to 6.5 mM cAMP; also: potency is read from the fitted curve at half-maximal effect; nearly all actives have a fitted effect of over 60% in size
#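 Read-out is the fluorescence drop as BODIPY-GDP leaves Rap1B (480 nm excitation, 540 nm emission), recorded every 5 minutes over 30 minutes. Reactions held 100 nM EPAC1, 250 nM Rap1B–BODIPY-GDP and 50 uM GDP, with 6.5 mM cAMP setting full activation.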
# EPAC1 antag: antagonists of human EPAC1. O95398. EPAC1 GEF assay, Rap1b-BODIPY-GDP exchange fluorescence. Potency, µM (titrated, usually from 115 µM), for the others: at the top dose activity change, negative = inhibition, usual class: inhibitors. 0.14% of 360,000 active. AID 720709;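 also: potency is read from the fitted curve at half-maximal effect; plate controls were vehicle for no effect and positive control for full effect; nearly all actives have a fitted effect of over 50% in size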
# PI5P4Ka inh: blocks human PI5P4K alpha kinase activity | max response, % | AID 652105 | 1.2% of 330,000 active | P48426 | PI5P4Kalpha enzyme, ADP-Glo luminescence, 60 min; active compounds read low; active = max response of -50% or lower; inconclusive = between -30% and -50%; inactive = -30% or higher; also: value at the top dose of about 77 µM; % is scaled to controls: 0 for no effect and ±100 for the full control effect
#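 Luminescence from ADP-Glo served as readout of PI5P4Kalpha activity in a qHTS format. Reaction: enzyme, substrate, compound, ATP at 5 microM final, 60 min at RT.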
# EPAC2 ag: EPAC2 (human) agonism | Q8WZA2 | EPAC2 activation, biochemical qHTS; response scale: 100% = 6.5 mM cAMP response | Potency, µM (top dose mostly 154 µM), without a hit: at the top dose activation, actives largely listed as activators | 0.079% of 360,000 active | AID 720711; also: potency is read from the fitted curve at half-maximal effect; nearly all actives have a fitted effect of over 50% in size
# Target sequence (Q8WZA2 whole entry, looked up): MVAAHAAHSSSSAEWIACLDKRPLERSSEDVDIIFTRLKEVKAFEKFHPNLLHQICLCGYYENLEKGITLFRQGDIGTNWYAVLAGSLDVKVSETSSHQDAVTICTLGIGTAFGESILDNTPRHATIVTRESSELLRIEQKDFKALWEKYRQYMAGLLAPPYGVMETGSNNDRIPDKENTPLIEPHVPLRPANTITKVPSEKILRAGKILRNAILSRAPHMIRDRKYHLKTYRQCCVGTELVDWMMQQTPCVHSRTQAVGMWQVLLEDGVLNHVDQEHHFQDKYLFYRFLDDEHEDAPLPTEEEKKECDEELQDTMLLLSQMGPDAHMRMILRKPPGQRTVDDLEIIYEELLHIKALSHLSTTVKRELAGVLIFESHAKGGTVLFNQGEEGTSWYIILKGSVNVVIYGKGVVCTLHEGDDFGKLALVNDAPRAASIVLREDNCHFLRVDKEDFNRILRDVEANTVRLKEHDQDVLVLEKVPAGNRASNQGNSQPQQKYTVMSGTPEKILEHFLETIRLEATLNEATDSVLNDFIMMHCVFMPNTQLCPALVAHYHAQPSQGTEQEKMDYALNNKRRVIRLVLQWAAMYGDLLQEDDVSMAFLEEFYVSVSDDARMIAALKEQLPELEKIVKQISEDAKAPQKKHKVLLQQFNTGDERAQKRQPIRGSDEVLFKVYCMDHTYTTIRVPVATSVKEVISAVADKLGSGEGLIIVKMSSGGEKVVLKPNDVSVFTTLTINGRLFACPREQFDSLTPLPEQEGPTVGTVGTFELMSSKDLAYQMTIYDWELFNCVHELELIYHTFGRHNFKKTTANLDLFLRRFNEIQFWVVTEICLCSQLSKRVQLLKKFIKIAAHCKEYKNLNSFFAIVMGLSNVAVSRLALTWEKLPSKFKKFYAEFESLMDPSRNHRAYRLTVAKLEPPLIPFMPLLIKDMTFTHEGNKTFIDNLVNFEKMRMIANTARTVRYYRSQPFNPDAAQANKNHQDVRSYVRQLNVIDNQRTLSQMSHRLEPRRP
#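 Nucleotide exchange monitored as fluorescence drop when BODIPY-GDP leaves Rap1B. Reaction: 100 nM EPAC2, 250 nM RAP1B-BODIPY-GDP, 50 uM GDP, room temperature, kinetic read over 30 min. Activity expressed relative to 6.5 mM cAMP.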
# Numbers without * were called inactive; ? = inconclusive; . = no result given; [ ] = remark or other dose. Unless noted, calls follow the shape of the dose curve; as a rule, active = well fitted curve in the direction sought with a large enough effect; inconclusive = small, poorly fitted or top-dose-only effect, or another doubt; inactive = no such curve, though single readings can be large; an effect the other way counts as inactive or inconclusive.
# Results follow in this order: IL2 activator, CCT chaperon mod, PLK1 PBD inh, WRN inhibitor, EPAC1 agonist, EPAC1 antag, PI5P4Ka inh, EPAC2 ag
(1) O=C(Cc1ccc([N+](=O)[O-])cc1)N1N=C2CCCCC2C1(O)C(F)(F)F (stereo not given)
→ -0.9, -2.0, -9%, 3%, 9%, -2%, -1, 10%
(2) O=C(CCC(=O)c1ccc(F)cc1)OC1CCOC1=O (stereo not given)
→ 4.4, 2.7, -15%, 0%, -4%, 0%, 6, -2%
(3) CN(Cc1ccco1)S(=O)(=O)c1cc(F)ccc1CN1C(=O)c2cccnc2C1=O
→ 0.1, 1.4, -1%, -1%, -7%, -4%, -7, 2%
(4) O=C(Cn1nnc(-c2ccc(F)cc2)n1)Nc1cccc(S(=O)(=O)N2CCCC2)c1
→ -0.8, -0.5, 2%, -8%, 17%, -9%, 8, 7%
(5) Cc1cc(C(=O)O)sc1C
→ -0.2, 2.2, -8%, 1%, 2%, 13%, ., -6%
(6) CCOC(=O)C1CCCN(S(=O)(=O)c2cn(C)c(=O)n(C)c2=O)C1 (stereo not given)
→ -2.3, -0.2, -1%, 9%, 5%, -23%, 0, -3%
(7) O=C(c1cccs1)c1ccccc1Cc1cccs1
→ 0.5, 0.0, -6%, -4%, -10%, -23%, -1, 10%
(8) COCc1cc(C)nc(Sc2nc3c(c(=O)n(C)c(=O)n3C)n2C)c1C#N
→ -1.4, 0.8, 0%, -5%, 14%, -6%, -12, 6%
(9) C=CCSc1nccc(=O)[nH]1
→ 7.6, 0.7, 13µM*, 5%, -1%, 3%, -18, 11%
(10) CCOC(=O)CNC(=O)c1cn(CC(C)C)c(=O)c2cc(OC)c(OC)cc12
→ -1.8, -5.7, -4%, 1%, -8%, -30%, -1, 7%
(11) CCOC(=O)C1=CCN(S(=O)(=O)c2ccccc2C)C1c1ccc(Br)cc1 (stereo not given)
→ -0.9, 0.9, -2%, -13%, 8%, -10%, 9, 14%
(12) Cc1cccn2c(CNCCCOc3cccnc3)c(C(=O)N3CCOCC3)nc12
→ 1.1, 0.5, -8%, 15%, -8%, -2%, -4, -1%
(13) CSc1nc(N)nc2c1ncn2CC(=O)NCCCN1CCCC1=O
→ -0.8, -4.7, -9%, 6%, -2%, -3%, 1, 2%
(14) Cc1cc(C)n(-c2nc(C)nc(N)n2)n1
→ 0.6, 2.9, 12µM*, 10%, -6%, 1%, -24, 6%
(15) CCOCCCN(C(=O)CNC(=O)c1ccco1)C(C(=O)NC1CCCC1)c1cccc(OC)c1 (stereo not given)
→ 0.1, -1.8, 1%, -1%[57.1 µM], -3%, -5%, 0, 3%

# The last three compounds of the part above are carried over, then new ones follow.
# Results follow in this order: IL2 activator, CCT chaperon mod, PLK1 PBD inh, WRN inhibitor, EPAC1 agonist, EPAC1 antag, PI5P4Ka inh, EPAC2 ag
(13) CSc1nc(N)nc2c1ncn2CC(=O)NCCCN1CCCC1=O
→ -0.8, -4.7, -9%, 6%, -2%, -3%, 1, 2%
(14) Cc1cc(C)n(-c2nc(C)nc(N)n2)n1
→ 0.6, 2.9, 12µM*, 10%, -6%, 1%, -24, 6%
(15) CCOCCCN(C(=O)CNC(=O)c1ccco1)C(C(=O)NC1CCCC1)c1cccc(OC)c1 (stereo not given)
→ 0.1, -1.8, 1%, -1%[57.1 µM], -3%, -5%, 0, 3%
(16) Cc1cc2c(cc1C)N1C(=O)c3cc4ccccc4cc3NC(=O)C1C(=O)N2 (stereo not given)
→ 0.0, -0.2, -4%, -4%, 6%, -3%, ?, 1%
(17) CCC(CC)c1nnc(NC(=O)CCCN2C(=O)c3ccccc3C2=O)s1
→ 2.0, -0.1, -3%, 3%, 4%, 3%, 0, 3%
(18) COc1ccc(-c2cc(C(=O)NNC(=S)NC(=O)c3c(-c4ccccc4)noc3C)[nH]n2)cc1
→ -3.8, -1.3, -11%, -12%, -17%, -6%, -27, -8%
(19) CCC(C)C(=O)Nc1nnc(-c2cccs2)s1 (stereo not given)
→ 0.7, -0.9, ?, -1%, 6%, -1%, -29, -6%
(20) c1ccc(Sc2cccc3ccccc23)c(CNC2=NCCN2)c1
→ -0.3, -4.8, -1%, 2%, 1%, 4%, 0, -3%
(21) COC(=O)[C@H](CCSC)NC(=O)Cn1ccc(NC(=O)OCc2ccccc2)nc1=O
→ -0.9, 0.9, 4%, 0%, -14%, 4%, 0, -2%
(22) CC1(C)Cc2c(c(-c3ccco3)nc3n[nH]c(N)c23)CO1
→ 0.0, 0.8, -9%, 4%, -4%, 2%, 2, 13%
(23) CCOC(=O)C1=CCN(S(=O)(=O)c2ccc(Cl)cc2)C1c1cccc(C)c1 (stereo not given)
→ -0.6, -0.5, -5%, 0%, -8%, -13%, 13, 16%
(24) Cc1ccc(CN2CCCOCCS2(=O)=O)cc1
→ -2.9, 0.9, -17%, 0%, -9%, -4%, -3, 6%
(25) CCCNS(=O)(=O)c1cc2c3c(c1)C(C)C(=O)N3CCC2 (stereo not given)
→ 1.3, -0.1, -2%, 1%, 6%, -26%, 3, 6%
(26) CC1(Oc2cccc(C#N)c2)CCN(Cc2ccccc2OC(F)F)C1 (stereo not given)
→ 0.6, -1.6, -1%, -10%, -10%, -12%, 21, 8%
(27) COc1ccc(F)c(-c2nc(CN3CCC(c4ccccc4)CC3)c(C)o2)c1
→ -0.3, -1.9, -15%, 1%, 12%, -10%, -8, 21%
(28) COc1ccc(Cn2nnnc2C(c2ccc3ncccc3c2)N2CCN(C3CCCCC3)CC2)cc1 (stereo not given)
→ 0.9, -1.5, 2%, -2%, -8%, -1%, 7, 5%
(29) O=C(Nn1cnnc1)C(Sc1ccccc1)c1ccccc1 (stereo not given)
→ -0.3, -0.8, -14%, -11%, -3%, 18%, ., 2%
(30) Cc1ccc(CS(=O)Cc2ccc(C(=O)N3CCN(c4cccc(C)c4C)CC3)o2)cc1 (stereo not given)
→ 2.6, 0.7, -15%, -4%, 4%, -11%, 13, -5%

# 6 compounds picked at random from the list so far, as already listed:
# Results follow in this order: IL2 activator, CCT chaperon mod, PLK1 PBD inh, WRN inhibitor, EPAC1 agonist, EPAC1 antag, PI5P4Ka inh, EPAC2 ag
(17) CCC(CC)c1nnc(NC(=O)CCCN2C(=O)c3ccccc3C2=O)s1
→ 2.0, -0.1, -3%, 3%, 4%, 3%, 0, 3%
(19) CCC(C)C(=O)Nc1nnc(-c2cccs2)s1 (stereo not given)
→ 0.7, -0.9, ?, -1%, 6%, -1%, -29, -6%
(26) CC1(Oc2cccc(C#N)c2)CCN(Cc2ccccc2OC(F)F)C1 (stereo not given)
→ 0.6, -1.6, -1%, -10%, -10%, -12%, 21, 8%
(22) CC1(C)Cc2c(c(-c3ccco3)nc3n[nH]c(N)c23)CO1
→ 0.0, 0.8, -9%, 4%, -4%, 2%, 2, 13%
(24) Cc1ccc(CN2CCCOCCS2(=O)=O)cc1
→ -2.9, 0.9, -17%, 0%, -9%, -4%, -3, 6%
(29) O=C(Nn1cnnc1)C(Sc1ccccc1)c1ccccc1 (stereo not given)
→ -0.3, -0.8, -14%, -11%, -3%, 18%, ., 2%

# The listing continues:
No.	canonical_smiles	IL2 activator	CCT chaperon mod	PLK1 PBD inh	WRN inhibitor	EPAC1 agonist	EPAC1 antag	PI5P4Ka inh	EPAC2 ag
31	COc1ccc(CNC(=O)C[C@H]2C[C@H](C(=O)N(C(C)C)C(C)C)[C@@]3(C)c4[nH]c5ccc(Cl)cc5c4CCN3C2=O)cc1OC	-0.5	-2.3	-4%	-4%	-20%	-6%	-7	10%
32	CCNc1nc(NC(C)C)nc(Oc2ccc(=O)n(C)n2)n1	2.2	-3.4	-7%	4%	8%	-28%	1	3%
33	COCCn1nnnc1C(C(C)C)N1CCOCC1 (stereo not given)	-1.8	-1.5	-13%	4%	11%	-7%	.	4%
34	O=C(CSc1nc2cc(Cl)ccc2s1)Nc1cccc(S(=O)(=O)N2CCOCC2)c1	-0.1	-3.4	-13%	-15%	10%	-20%	1	20%
35	Cc1ccccc1Cn1c2ccccc2c2cnn(CC(=O)NCCCN3CCOCC3)c(=O)c21	-2.6	-2.7	-3%	10%	-10%	7%	-8	2%
36	O=C1OC[C@H](Cc2ccc3c(c2)OCO3)/C1=C\c1ccc2c(c1)OCO2	-1.8	-1.4	-1%	-4%	7%	-23%	-10	8%
37	Cc1ccc(SCCNC(=O)C(C)C)cc1	-0.7	-0.9	-3%	-3%	4%	-3%	.	4%
38	CCn1cc(CN2CCC(C(=O)Nc3ccc(Oc4cccnc4)cc3)CC2)cn1	0.8	0.1	-4%	-16%	9%	-11%	-9	4%
39	CCCC(C(=O)NCCC(C)C)N(Cc1ccc(F)cc1)C(=O)c1snc(C(N)=O)c1N (stereo not given)	2.0	5.4	-3%	-7%	7%	-12%	4	11%
40	CCCC(=O)NC(=S)c1c(C)n(C)n(-c2ccccc2)c1=O	-2.5	0.0	-18%	5%	9%	-9%	-8	6%
41	CCC1CCCCN1C(=O)c1ccc2nc(Cc3ccc(OC)cc3)oc2c1 (stereo not given)	-1.6	-1.6	4%	-5%	0%	15%	0	1%
42	CN(C)C(=O)CSc1ncnc2scc(-c3ccccc3)c12	-0.3	1.3	-16%	-3%	4%	-2%	0	-2%
43	CCOP(=O)(OCC)C(Nc1ccc(C)cc1)c1ccco1 (stereo not given)	-0.1	-2.0	-10%	-3%	3%	-24%	0	4%

# An excerpt, so the mix of outcomes need not match the whole.
